# GRK2 inh: compounds blocking aptamer binding on GRK2 – biochemical, human GRK2, bead flow cytometry, HTS, primary screen | Beta-adrenergic receptor kinase 1 (Homo sapiens), P25098 | FAM-aptamer displacement from GRK2 | inhibition of aptamer binding, % at 10 µM | hit rate 0.59% among 330,000;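 active = inhibition of aptamer binding above 40%, roughly 3 SD of noise, on plates passing a quality check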;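 also: median bead fluorescence of bound FAM aptamer so fluorescent compounds give negative values; no value below 0 was filed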
# Bcl-xL primary: inhibitors of human Bcl-xL, primary screen, biochemical, fluorescence polarization, HTS | Bcl-2-like protein 1 (Homo sapiens), Q07817 | GST-Bcl-xL / FITC-Bim BH3 peptide fluorescence polarization | inhibition, % at 10.9 µM | hit rate 0.7% among 320,000 | AID 2129, 2009;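 active = inhibition above the mean of all tested compounds plus 3 SD, cutoff set per campaign, cut at about 30% in these data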;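 also: 0% = DMSO wells and 100% = unlabeled Bim-BH3 peptide competitor; inhibitors lower millipolarization by displacing the labeled peptide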
# Target sequence (Q07817 whole entry, looked up): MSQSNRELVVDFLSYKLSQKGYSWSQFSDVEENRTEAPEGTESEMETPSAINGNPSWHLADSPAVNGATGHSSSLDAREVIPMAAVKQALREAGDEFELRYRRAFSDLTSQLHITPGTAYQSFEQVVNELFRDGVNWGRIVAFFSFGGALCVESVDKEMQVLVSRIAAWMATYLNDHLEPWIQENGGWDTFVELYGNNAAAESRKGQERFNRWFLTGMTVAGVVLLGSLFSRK
# MCL1 BIM primary: inhibitors of MCL1 binding to BIM-BH3, primary screen, biochemical, fluorescence polarization | Induced myeloid leukemia cell differentiation protein Mcl-1 (Homo sapiens), Q07820 | GST-MCL1 / FITC-Bim-BH3 fluorescence polarization | inhibition, % at 10.9 µM | hit rate 0.68% among 320,000 | AID 2057, 2009;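 active = inhibition above the mean inhibition of all tested compounds plus 3 SD, set per campaign, cut at about 40% in these data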;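 also: 0% = DMSO wells and 100% = unlabeled Bim-BH3 peptide control; higher means more loss of mP so more displacement of Bim peptide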
# Target sequence (Q07820 whole entry, looked up): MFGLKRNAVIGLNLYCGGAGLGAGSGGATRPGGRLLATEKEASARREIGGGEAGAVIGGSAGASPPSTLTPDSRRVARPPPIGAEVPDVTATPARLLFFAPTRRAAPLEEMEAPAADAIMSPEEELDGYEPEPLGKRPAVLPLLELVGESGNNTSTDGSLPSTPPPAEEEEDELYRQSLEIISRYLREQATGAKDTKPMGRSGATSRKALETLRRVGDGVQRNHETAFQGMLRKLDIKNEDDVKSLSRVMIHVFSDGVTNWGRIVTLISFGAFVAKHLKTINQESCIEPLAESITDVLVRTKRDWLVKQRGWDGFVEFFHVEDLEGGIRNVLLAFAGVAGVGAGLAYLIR
# Fam108B inh: mouse Fam108B serine hydrolase inhibitors, primary screen, counter-screen for RBBP9 inhibitor project, biochemical, fluorescence polarization; inhibition, % at 9.51 µM; hit rate 0.33% among 300,000; recombinant Fam108B, FP-Rh probe fluorescence polarization; AID 1947, 2009;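 active = inhibition above the screen mean inhibition plus 3 SD, computed separately per campaign, cut at about 18% in these data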;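 also: inhibitors lower polarization as less probe binds the enzyme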
# Efflux pump mplx: inhibitors of Candida efflux pumps in yeast, primary screen, S. cerevisiae, Nile Red, multiplex. S. cerevisiae Candida pump triplex. inhibition, % at 10 µM. hit rate 0.44% among 330,000;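 active = plate passing quality check with inhibition over a set limit, or well fluorescence over plate mean plus 4 SD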;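 also: Nile Red retained in pooled yeast measured as flow cytometry median fluorescence; 0% = buffer negative control and 100% = Enniatin B positive control; higher means more Nile Red kept so more efflux inhibition; some compounds called inactive have numbers as strong as hits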
# GLD-1 TGE inh: GLD-1/TGE RNA complex disruptors, primary screen, biochemical, fluorescence polarization. Female germline-specific tumor suppressor gld-1 (Caenorhabditis elegans), Q17339. purified GLD-1 + fluorescein TGE RNA. inhibition, % at 5.96 µM. hit rate 0.44% among 320,000. AID 2280, 2010;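 active = percent inhibition above a per-plate cutoff, the plate mean of test compounds plus 3 SD, cut at about 30% in these data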;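 also: 0% = DMSO wells with GLD-1 and probe and 100% = wells lacking GLD-1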
# VLA-4 inh: inhibition in human VLA-4 binding assay, primary screen, VLA-4 allosteric modulator project, MLPCN library, flow cytometry, VLA-4 expressing cells | Integrin alpha-4 (Homo sapiens), P13612 | ligand binding flow cytometry | inhibition, % (about 7 µM as worked out from the volumes in the protocol) | hit rate 0.2% among 330,000; in the data active = inhibition above about 50%
# MEX-5 binding: MEX-5 zinc finger RNA-binding disruptors – biochemical, C. elegans, fluorescence polarization, MLPCN library, primary screen | Zinc finger protein mex-5 (Caenorhabditis elegans), Q9XUB2 | MEX-5/FITC-TCR2 RNA binding; hits give low values | activity score (negative = inhibition of binding), % at 10 µM | hit rate 0.38% among 300,000 | AID 1832, 2009;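 active = inhibition past about -25% in most replicates, and total fluorescence under double the plate's negative control median, limit read from the data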;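 also: 0% = DMSO and -100% = 5 µM competing unlabeled TCR2 RNA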
# Target sequence (Q9XUB2 whole entry, looked up): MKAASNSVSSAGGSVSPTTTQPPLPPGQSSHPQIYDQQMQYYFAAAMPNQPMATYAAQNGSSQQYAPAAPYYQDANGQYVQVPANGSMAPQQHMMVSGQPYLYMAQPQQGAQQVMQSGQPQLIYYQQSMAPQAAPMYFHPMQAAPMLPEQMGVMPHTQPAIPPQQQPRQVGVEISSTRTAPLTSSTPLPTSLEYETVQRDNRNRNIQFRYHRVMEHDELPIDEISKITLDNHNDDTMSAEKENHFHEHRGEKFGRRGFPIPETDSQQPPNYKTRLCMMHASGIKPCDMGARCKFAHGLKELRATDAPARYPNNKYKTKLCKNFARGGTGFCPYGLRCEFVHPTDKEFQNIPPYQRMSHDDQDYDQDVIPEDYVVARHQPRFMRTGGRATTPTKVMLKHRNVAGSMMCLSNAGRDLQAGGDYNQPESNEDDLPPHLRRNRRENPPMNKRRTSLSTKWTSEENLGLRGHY
# PME-1 primary: PME-1 inhibitors via competitive probe labeling, primary screen, biochemical, fluorescence polarization, FP-Rh probe, HTS; Protein phosphatase methylesterase 1 (Homo sapiens), Q9Y570; recombinant PME-1; inhibition, % at 5.9 µM; hit rate 0.53% among 320,000; AID 2130, 2009;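 active = inhibition above the campaign mean of all compounds plus 3 SD, cut at about 26% in these data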;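 also: competitive labeling of PME-1 active site by serine hydrolase directed probe; 0% = PME-1 with DMSO and 100% = wells lacking PME-1 enzyme; inhibitors block probe labeling so polarization falls and inhibition rises; many of its hits are not listed in these tables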
# Numbers without * were called inactive; · = not tested or not shown. Only part of the results is shown; the hit share may differ from the screen's.
SMILES,GRK2 inh,Bcl-xL primary,MCL1 BIM primary,Fam108B inh,Efflux pump mplx,GLD-1 TGE inh,VLA-4 inh,MEX-5 binding,PME-1 primary
CCOc1ccccc1NC(=O)c1cc(=O)[nH]c2ccc(S(=O)(=O)N3CCOCC3)cc12,0,·,·,·,0.3,3,4,·,·
Cn1c(SCC(=O)Nc2cccnc2Cl)nnc1-c1ccco1,0,·,·,·,0.2,20,5,·,·
Cc1ccc(S(=O)(=O)Nc2ccncc2)c(C)c1,1,-2,1,-4,-0.1,6,23,-0.4,-1
OCc1ccc(-c2ccccc2)c(-c2ccccc2)c1,2,6,0,4,0.0,2,8,·,3
Cc1cccc(N/C(N)=N/c2nc(C)cc(C)n2)c1,0,-7,-4,-4,0.1,3,2,1.7,3
CNS(=O)(=O)c1cccc(C(=O)OCC(=O)c2ccc[nH]2)c1,8,4,9,·,0.2,4,9,·,1
COCC1CCCCN1C(=O)c1cccc(OC2CCN(S(C)(=O)=O)CC2)c1 (stereo unspecified),2,4,-1,3,0.0,3,-2,-3.5,6
Cc1ccc([C@@H]2[C@@H]3C(=O)N(C)C(=O)[C@@H]3[C@]3(Cc4ccccc4)C(=O)N(Cc4ccccc4)CC(=O)N23)o1,2,3,1,-4,-0.1,4,0,-1.3,-4
CN1CCC(OC(=O)COc2ccccc2)CC1,1,2,2,4,0.0,7,9,0.1,1
CN(C(=O)CS(=O)(=O)c1cn(CC(=O)N2CCCC2)c2ccccc12)c1ccccc1,0,7,13,3,-1.9,-1,7,0.8,2
O=C(CSc1nnc(NC(=O)c2ccccc2Cl)s1)Nc1ccc2c(c1)oc1ccccc12,1,0,-4,-13,-0.1,-2,-1,-2.0,-7
CCOC(=O)NC(Nc1cc(C)ccn1)(C(F)(F)F)C(F)(F)F,3,7,0,-3,-0.1,1,-1,0.2,-3
CCCNC(=O)Nc1nccs1,1,4,5,3,0.0,4,18,-1.0,2
COc1ccc(NC(=O)c2cccc(OC(F)F)c2)cc1Cl,0,-2,-4,-8,0.2,9,·,-1.2,-7
c1ccc(N2CCOCCOCCOCCOCCOCC2)cc1,3,3,-2,9,0.0,7,-2,-1.4,-7

# Some entries already given with just PME-1 primary, Bcl-xL primary and VLA-4 inh:
Molecule,PME-1 primary,Bcl-xL primary,VLA-4 inh
Cc1ccc(S(=O)(=O)Nc2ccncc2)c(C)c1,-1,-2,23
OCc1ccc(-c2ccccc2)c(-c2ccccc2)c1,3,6,8
Cc1cccc(N/C(N)=N/c2nc(C)cc(C)n2)c1,3,-7,2

# (cont.)
SMILES,GRK2 inh,Bcl-xL primary,MCL1 BIM primary,Fam108B inh,Efflux pump mplx,GLD-1 TGE inh,VLA-4 inh,MEX-5 binding,PME-1 primary
COc1ccc(-n2c(C)cc(C(=O)CCl)c2C)cc1,0,5,-2,1,-0.1,2,25,-0.9,10
CCCCNC(=O)COC(=O)c1ccc(Cl)c(S(=O)(=O)N2CCCC2)c1,7,8,11,-7,0.2,1,-4,0.2,-2
O=C(c1ccco1)N1CCCN(Cc2cn[nH]c2-c2ccc(-c3ccccc3)cc2)CC1,0,-3,-8,-2,-0.1,3,12,-1.0,0
CC1(C)NC(=O)N(CC(=O)Nc2nc(-c3ccc(F)cc3)cs2)C1=O,3,-4,3,0,0.3,5,9,-0.3,6
O=C1OC[C@H]2CCCN2C(=O)[C@@H](CC(=O)N(CCO)Cc2ccccc2)C/C=C\C[C@@H]1Cc1ccc(F)cc1,0,·,·,·,-0.3,-1,10,·,·
Cc1ccc(NC(=O)[C@@H]2CCCN2S(=O)(=O)c2ccccc2C(F)(F)F)cc1S(=O)(=O)N1CCOCC1,2,3,4,1,-11,2,0,0.3,1
CC(C)(C)c1ccc(C(=O)CC(=O)c2cc(Cl)ccc2O)cc1,0,6,2,-4,0.0,-1,-10,1.7,-6
COc1ccc(NC(=S)NC(NC(=O)c2ccccc2Cl)C(Cl)(Cl)Cl)c([N+](=O)[O-])c1 (stereo unspecified),0,-1,0,0,-0.1,2,1,0.7,1
O=C(Nc1cccc(S(=O)(=O)N2CCCCCC2)c1)c1ccc(=O)[nH]c1,0,-1,-2,·,-0.3,1,-5,·,-5
Cc1ccc(NC(=O)NC2CCN(CC(=O)Nc3nccs3)CC2)cc1,0,-42,-67,-2,-0.1,-14,7,1.1,3
CCOC(=O)Cc1csc(NC(=O)COC(=O)/C=C/c2ccc(OC)cc2)n1,0,·,·,·,-0.2,0,-3,·,·
Cc1cc(-c2nnc(SCc3cccnc3)o2)no1,8,5,5,7,0.0,2,11,-2.2,-2
Fc1ccc(Sc2ccccc2CNC2=NCCN2)cc1,0,0,-23,3,0.0,-1,16,-0.4,2
O=C(COc1cccc(F)c1)N1c2ccccc2Sc2ccccc21,0,-2,-9,-11,0.0,1,0,4.1,-6
O=c1cc(CN2CCOCC2)c2cc(Cl)ccc2o1,5,2,3,-7,-0.1,-4,4,-0.9,-8

# Some of the entries so far, with two lines to a compound.
# Values run as follows: GRK2 inh | Bcl-xL primary | MCL1 BIM primary | Fam108B inh | Efflux pump mplx | GLD-1 TGE inh | VLA-4 inh | MEX-5 binding | PME-1 primary
Cc1cccc(N/C(N)=N/c2nc(C)cc(C)n2)c1
  0 | -7 | -4 | -4 | 0.1 | 3 | 2 | 1.7 | 3
CNS(=O)(=O)c1cccc(C(=O)OCC(=O)c2ccc[nH]2)c1
  8 | 4 | 9 | · | 0.2 | 4 | 9 | · | 1

# The list continues:
SMILES,GRK2 inh,Bcl-xL primary,MCL1 BIM primary,Fam108B inh,Efflux pump mplx,GLD-1 TGE inh,VLA-4 inh,MEX-5 binding,PME-1 primary
COC(=O)C(CC(C)C)NC(=O)C(N)Cc1ccccc1 (stereo unspecified),0,8,-3,0,0.0,1,15,-0.9,-6
CCO[C@@H]1OC(C(=O)N2CCN(C)CC2)=C[C@H](c2coc3ccccc3c2=O)[C@H]1CCCO,3,2,10,-1,-0.2,-2,26,1.6,1
CCCn1c(N)c(N(CCOC)C(=O)COC(=O)c2ccccc2NCCO)c(=O)[nH]c1=O,0,-7,-16,1,0.4,9,2,0.3,0
CC(NC(=O)c1ccco1)C(=O)OCC(=O)N1CCCCCC1 (stereo unspecified),0,1,2,·,0.2,1,9,·,-2
CCOC(=O)C1CCCN(c2c(NCCCN(CC)c3ccccc3)c(=O)c2=O)C1 (stereo unspecified),1,8,5,5,-0.1,-2,-9,0.0,1
Cn1cc(S(=O)(=O)N2CCc3ccccc32)cc1C(=O)NC(C)(C)C,1,-1,0,-1,0.0,5,13,0.9,2
C[C@H](NC(=O)c1nc[nH]c1C(=O)N[C@@H](C)c1ccccc1)c1ccccc1,0,-3,3,·,0.3,-6,22,·,6
O=C(COc1ncnc2c(Cl)cc(Cl)cc12)N1CCCCC1,0,-4,5,2,0.1,4,-2,-2.6,2
Cc1cc(S(=O)(=O)N2CCOCC2)ccc1OCC(=O)Nc1ccc(F)cc1F,2,-4,6,-1,0.0,-1,1,-3.9,4
O=C(CNC(=O)c1ccc(Cl)cc1)Nc1ccccc1C(F)(F)F,0,2,5,-2,-0.3,5,-4,-0.4,6
CCCOc1ccc(Cl)cc1Nc1nc(NCCO)nc(N2CCCC2)n1,0,-1,4,3,-0.1,4,12,1.4,9
CCCCC(NC(=O)Cc1c(C)c2cc3c4c(oc3c(C)c2oc1=O)CCCC4)C(=O)O (stereo unspecified),0,4,6,-2,0.1,7,7,-1.3,2
COc1ccc(NC(=S)N(CCO)Cc2ccccc2)cc1,1,5,5,1,0.0,7,3,·,6
N#C/C(=C(/O)c1ccc2c(c1)OCO2)c1nc2cc(C(F)(F)F)ccc2s1,2,2,12,15,0.0,7,-17,4.4,-18
Cc1onc(-c2ccccc2)c1C(=O)N1CCCCCC1,0,-2,-2,1,-0.2,6,10,0.5,-1

# One compound at a time (already shown). Order of values: GRK2 inh, Bcl-xL primary, MCL1 BIM primary, Fam108B inh, Efflux pump mplx, GLD-1 TGE inh, VLA-4 inh, MEX-5 binding, PME-1 primary
# Listed for COCC1CCCCN1C(=O)c1cccc(OC2CCN(S(C)(=O)=O)CC2)c1 (stereo unspecified) = 2, 4, -1, 3, 0.0, 3, -2, -3.5, 6
# Listed for CCCCNC(=O)COC(=O)c1ccc(Cl)c(S(=O)(=O)N2CCCC2)c1 = 7, 8, 11, -7, 0.2, 1, -4, 0.2, -2
# Listed for O=C(COc1cccc(F)c1)N1c2ccccc2Sc2ccccc21 = 0, -2, -9, -11, 0.0, 1, 0, 4.1, -6
# Listed for Cc1ccc(S(=O)(=O)Nc2ccncc2)c(C)c1 = 1, -2, 1, -4, -0.1, 6, 23, -0.4, -1
# Listed for CN1CCC(OC(=O)COc2ccccc2)CC1 = 1, 2, 2, 4, 0.0, 7, 9, 0.1, 1

# Following part:
SMILES,GRK2 inh,Bcl-xL primary,MCL1 BIM primary,Fam108B inh,Efflux pump mplx,GLD-1 TGE inh,VLA-4 inh,MEX-5 binding,PME-1 primary
COc1ccc(C/C(C)=N/NC(=O)c2cccnc2)cc1,0,-5,-3,9,0.0,-1,-5,-2.2,2
COc1cccc(NC(=O)c2ccccc2N2C(=O)C3C4C=CC(C4)C3C2=O)c1 (stereo unspecified),0,0,1,2,0.2,10,14,0.1,8
CS(=O)(=O)N1CCN(C(=O)c2cc(-c3ccccc3)nc3ccccc23)CC1,0,4,6,2,0.1,1,-6,-3.5,-5
O=C(OCCCN1CCCCC1)c1ccc(O)cc1,0,2,6,-1,0.0,-10,-6,-1.7,-3
COc1ccc(CC(=O)Nc2c(C(=O)N3CCN(c4ncccn4)CC3)oc3ccccc23)cc1,0,4,2,0,0.1,-8,7,-2.4,1
CCOC(=O)C1CCCN(c2c(NCCCN(C)Cc3ccccc3)c(=O)c2=O)C1 (stereo unspecified),0,-2,8,2,0.8,1,15,2.8,-2
COc1ccc(CCN(Cc2ccccn2)C(=S)Nc2ccccc2Cl)cc1OC,0,-1,-7,2,0.0,-1,-7,0.7,2
CCCc1c(C)[nH]c2ccc(NC(C)=O)cc2c1=O,74*,7,6,1,0.0,-3,8,-0.8,4
Cc1ccc2[nH]c(=O)cc(C(=O)OCC(=O)c3ccccc3)c2c1,1,3,8,-1,-0.1,4,-4,-0.1,4
O=C(CN(C(=O)CSc1nc2ccccc2o1)c1ccccc1F)NC1CCCCC1,0,9,-1,-3,-0.1,5,-5,0.0,1
COCCN1C(=O)C(O)=C(C(C)=O)C1c1ccc(F)cc1 (stereo unspecified),3,6,8,-4,-0.2,-2,-1,-2.3,1
